Screens as filed in PubChem BioAssay.
Y pestis TopoI: Y. pestis Topo-I inhibition via cleavage products; Y. pestis Topo-I cleavage product accumulation, plate reader; activity, % at 10 µM; 0.064% of 360,000 active; in the data active = activity above about 50%, passing the limit was not always enough; inconclusive = no clear call, values can overlap the other calls; note: inactives centre near 2
BoNT A protease: inhibitors of Botulinum neurotoxin A light chain protease. inhibition, % at 10 µM. 0.17% of 360,000 active. multiplex microsphere protease substrate cleavage, flow cytometry; note: plate controls were buffer without enzyme for full effect and enzyme alone for no effect
PrPC TRFRET: reduces human prion protein on the cell surface; inhibition, % at 13.8 µM; AID 720596; cell surface PrPC, TR-FRET read-out; 0.43% of 370,000 active; P04156; in the data active = inhibition above about 24%; note: 0% = median of the test wells and 100% = reference compound wells
CCHF vOTU inh: CCHFV vOTU protease inhibition; Pep-AMC fluorescence; inhibition, % at 11.5 µM; 0.55% of 370,000 active; in the data active = inhibition above about 30%; note: 0% = vehicle wells with enzyme and 100% = no enzyme wells
BoNT F protease: inhibitors of Botulinum neurotoxin F light chain protease | 0.22% of 360,000 active | inhibition, % at 10 µM | Multiplex microsphere protease cleavage assay, flow cytometry; in the data active = inhibition above about 35%, passing the limit was not always enough; inconclusive = no clear call, values can overlap the other calls; note: plate controls were buffer without enzyme for full effect and enzyme alone for no effect
Anthrax LF prot: inhibitors of Bacillus anthracis lethal factor protease; 0.12% of 360,000 active; P15917; multiplex microsphere protease cleavage assay, LF; AID 588501; inhibition, % at 10 µM; note: plate controls were buffer without enzyme for full effect and enzyme alone for no effect
FadD28 FP inh: inhibitors of Mycobacterium tuberculosis FadD28 bisubstrate binding; 0.22% of 360,000 active; inhibition, % at 12.5 µM; FadD28 bisubstrate probe binding, fluorescence polarization; in the data active = inhibition above about 8.5%, passing the limit was not always enough; inconclusive = no clear call, values can overlap the other calls
PfHsp40 rescue: restores yeast growth despite PfHsp40 toxicity; S. cerevisiae expressing PfHsp40, growth rescue, ATP luminescence; growth rescue, % at 12.5 µM; 0.68% of 340,000 active; in the data active = growth rescue above about 28%, passing the limit was not always enough; inconclusive = no clear call, values can overlap the other calls;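 note: yeast W303a lacking pdr1 and pdr3 grown in galactose medium; growth measured after three days at 30 °C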
TcdB inh: TcdB glycohydrolase inhibition | P18177 | TcdB glycohydrolase enzymatic assay, plate reader | inhibition, % at 9.99 µM | 0.24% of 350,000 active; in the data active = inhibition above about 10%
Target sequence (P18177 whole entry, looked up): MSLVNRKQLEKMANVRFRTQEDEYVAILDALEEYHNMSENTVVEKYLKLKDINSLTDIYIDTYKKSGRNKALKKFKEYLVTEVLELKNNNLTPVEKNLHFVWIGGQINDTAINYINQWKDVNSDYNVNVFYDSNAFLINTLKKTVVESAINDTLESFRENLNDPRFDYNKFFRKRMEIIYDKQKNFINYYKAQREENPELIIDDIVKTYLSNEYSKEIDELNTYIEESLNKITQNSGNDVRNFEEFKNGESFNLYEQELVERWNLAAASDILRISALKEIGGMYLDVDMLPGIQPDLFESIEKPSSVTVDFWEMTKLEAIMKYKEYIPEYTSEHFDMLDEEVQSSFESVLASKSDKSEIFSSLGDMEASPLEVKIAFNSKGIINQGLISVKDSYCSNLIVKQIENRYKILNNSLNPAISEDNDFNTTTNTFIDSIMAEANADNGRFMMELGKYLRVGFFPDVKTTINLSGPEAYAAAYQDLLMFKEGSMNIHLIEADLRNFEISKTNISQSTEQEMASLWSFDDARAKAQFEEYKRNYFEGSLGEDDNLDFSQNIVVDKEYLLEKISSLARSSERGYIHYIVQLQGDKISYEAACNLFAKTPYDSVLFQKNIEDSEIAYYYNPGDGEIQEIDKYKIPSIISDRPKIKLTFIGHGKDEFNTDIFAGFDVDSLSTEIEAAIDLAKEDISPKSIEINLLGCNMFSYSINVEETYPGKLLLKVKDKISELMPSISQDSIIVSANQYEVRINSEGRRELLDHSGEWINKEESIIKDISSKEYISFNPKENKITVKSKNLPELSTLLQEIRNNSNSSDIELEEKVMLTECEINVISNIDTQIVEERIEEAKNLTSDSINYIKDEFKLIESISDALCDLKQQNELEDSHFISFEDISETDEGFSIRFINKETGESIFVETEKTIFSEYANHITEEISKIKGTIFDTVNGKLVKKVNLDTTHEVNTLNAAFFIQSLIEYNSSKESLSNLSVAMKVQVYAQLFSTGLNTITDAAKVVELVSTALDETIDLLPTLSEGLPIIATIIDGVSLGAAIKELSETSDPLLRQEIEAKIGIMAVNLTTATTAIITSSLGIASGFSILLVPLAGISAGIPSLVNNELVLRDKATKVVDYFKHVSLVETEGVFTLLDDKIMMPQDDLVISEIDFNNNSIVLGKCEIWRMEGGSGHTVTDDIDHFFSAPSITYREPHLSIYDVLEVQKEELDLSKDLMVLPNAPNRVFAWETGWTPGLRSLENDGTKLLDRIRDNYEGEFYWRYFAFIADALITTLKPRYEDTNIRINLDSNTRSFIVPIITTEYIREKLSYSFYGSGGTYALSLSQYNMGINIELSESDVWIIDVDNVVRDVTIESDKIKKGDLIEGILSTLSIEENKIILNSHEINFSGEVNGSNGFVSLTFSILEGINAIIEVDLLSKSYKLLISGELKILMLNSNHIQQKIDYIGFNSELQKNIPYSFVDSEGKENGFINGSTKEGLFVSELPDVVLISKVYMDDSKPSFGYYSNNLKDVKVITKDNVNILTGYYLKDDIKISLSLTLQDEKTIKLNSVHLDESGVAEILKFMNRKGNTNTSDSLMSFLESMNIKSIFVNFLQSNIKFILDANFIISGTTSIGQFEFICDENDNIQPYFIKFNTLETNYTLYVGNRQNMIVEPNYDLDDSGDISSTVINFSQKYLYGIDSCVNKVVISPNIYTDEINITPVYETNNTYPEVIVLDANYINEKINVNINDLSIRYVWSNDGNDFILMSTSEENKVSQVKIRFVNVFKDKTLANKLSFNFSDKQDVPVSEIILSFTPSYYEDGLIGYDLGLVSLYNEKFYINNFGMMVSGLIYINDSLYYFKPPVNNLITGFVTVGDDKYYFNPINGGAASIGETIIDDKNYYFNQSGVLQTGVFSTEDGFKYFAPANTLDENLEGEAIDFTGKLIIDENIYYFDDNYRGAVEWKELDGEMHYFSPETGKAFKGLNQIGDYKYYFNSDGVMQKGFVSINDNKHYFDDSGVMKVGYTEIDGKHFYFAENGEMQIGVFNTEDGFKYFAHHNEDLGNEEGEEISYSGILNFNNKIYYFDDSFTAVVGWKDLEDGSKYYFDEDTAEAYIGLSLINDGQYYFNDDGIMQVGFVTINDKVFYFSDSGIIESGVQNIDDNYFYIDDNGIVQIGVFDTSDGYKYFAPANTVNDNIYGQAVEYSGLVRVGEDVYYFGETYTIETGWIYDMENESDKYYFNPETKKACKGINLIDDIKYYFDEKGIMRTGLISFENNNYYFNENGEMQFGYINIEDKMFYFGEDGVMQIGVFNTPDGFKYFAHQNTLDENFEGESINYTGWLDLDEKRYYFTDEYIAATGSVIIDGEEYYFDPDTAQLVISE
Active calls of the source: *; ? = inconclusive; . = not tested or not shown; & = joins results of further samples. Cut-off read from the data, not from the text of the source, unless noted: active = inhibition above about 30%; inconclusive = no clear call, values can overlap the other calls; inactive = below that.

canonical_smiles	Y pestis TopoI	BoNT A protease	PrPC TRFRET	CCHF vOTU inh	BoNT F protease	Anthrax LF prot	FadD28 FP inh	PfHsp40 rescue	TcdB inh
Cc1ccc(OCC(=O)Nc2ccc(S(=O)(=O)N3CCOCC3)cc2)c(C)c1	37	-0.4	13	16	-2	2	-1.1	2.0	0.6
CC(C)C(=O)Nc1cccc(NC(=S)NC(=O)C(c2ccccc2)c2ccccc2)c1	2	.	1	1	.	.	-2.6	-0.1	.
COCCNC(=O)Cn1cc(/C=C(\C#N)C(=O)NC2CCCC2)c2ccccc21	-4	2.2	-2	-5	?	-4	-3.5	0.6	0.5
CC(C)OCCCNC(=O)c1cccc(NC(=O)c2ccccc2)c1	4	-0.5	-4	1	-5	-2	-3.9	-0.2	-0.8
COCCn1nnnc1SCC(=O)Nc1ccc2c(c1)OCO2	1	-0.7	-5	1	3	4	-1.4	-2.0	-1.3
O=c1cn[nH]c2ccc(Br)cc12	-2	0.0	-18	-1	0	-3	-1.0	-1.7	0.4
O=c1[nH]ncc(N/N=C\c2ccncc2)c1Cl	-5	-0.5	-12	34*	-5	-2	-2.0	0.2	-5.1
Cc1ccc(CN2CC(C(=O)NC(c3nc4ccccc4[nH]3)C(C)C)CC2=O)cc1 (stereo not given)	11	-2.6	-1	-5	-7	3	.	-0.2	0.1
O=C(O)c1cccc(NS(=O)(=O)c2ccc3c4c(cccc24)C(=O)N3)c1	1	-2.9	-1	0	-8	-4	-4.0	1.2	0.2
CCc1ccccc1NC(=O)C1CCCN(c2ncnc3onc(-c4ccc(F)cc4)c23)C1 (stereo not given)	2	-0.5	-2	1	10	-5	-1.8	-2.4	1.3
CC1CCCN(CCCNC(=O)CN2C(=O)COc3ccc(S(=O)(=O)N4CCOCC4)cc32)C1 (stereo not given)	5	-0.8	8	-99	5	-2	0.8	-1.3	0.9
Cc1ccc(NC(=O)CSc2nnc(CCCCCNC(=O)OC(C)(C)C)o2)c(C)c1	22	-0.4	.	.	-4	-2	0.0	-0.9	1.2
NNC(=S)NC1CCCCCCCCCCC1	1	-1.1	7	1	-11	1	-0.2	-1.0	0.1
CCOc1ccc(NC(=O)C2CCN(S(=O)(=O)c3ccc4c(c3)CC(C)N4C(C)=O)CC2)cc1 (stereo not given)	-1	0.7	2	0	-1	-2	-1.9	0.0	3.4
Clc1cccc(Oc2cnns2)c1Cl	-7	-0.3	8	-2	-10	-2	0.1	-0.2	.
C[C@H](O)[C@@H]1CN2CCc3c([nH]c4ccc(-c5ccc6c(c5)OCO6)cc34)[C@@H]2C[C@@H]1N(C)C(=O)Nc1ccc(F)cc1	-14	-0.2	-13	-2	-17	-4	-3.8	.	0.1
Cc1cn(CC(=O)NCC(C)c2ccccc2)c(=O)[nH]c1=O (stereo not given)	3	-0.5	8	6	4	0	0.4	-1.7	-1.1
CC(=O)Nc1ccc(N/C=C(\C#N)S(=O)(=O)c2ccc(Cl)cc2)cc1	2	-1.8	3	-2	2	-23	-3.5	-2.8	0.5
COc1ccc(-c2nnc3sc(COc4ccccc4)nn23)cc1	2	-2.2	4	-5	-5	-5	-4.4	-0.6	.
CCOC(=O)C1=C(N)Oc2c(c(=O)oc3ccccc23)C12C(=O)N(C)c1ccccc12 (stereo not given)	6	0.9	8	10	?	4	-3.6	-1.5	.
COc1ccc(-c2cc(C(=O)Nc3sc4c(c3C#N)CCCC4)c3ccccc3n2)cc1	10	0.0	2	-19	2	-2	-1.1	0.8	-0.8
Fc1ccc(-c2nc3ccc(Br)cn3c2Cc2cccc(Cl)c2)cc1	.	2.4	21	4	3	5	-8.0	.	-0.5
FC(F)(F)c1ccccc1/C=N/n1c(COc2ccccc2)n[nH]c1=S	3	-0.1	-4	25	?	-15	-3.2	-2.0	-0.2
CCN(CC)S(=O)(=O)c1ccc(NC(=O)Cn2c(=O)oc3ccccc32)cc1	-5	0.3	2	-7	18	-3	-2.6	-0.7	.
O=C(Oc1cccc(C(=S)N2CCOCC2)c1)c1ccc([N+](=O)[O-])cc1[N+](=O)[O-]	7	0.4	-12	2	-10	-8	-3.2	44*	-0.5
Cc1cc(NC(=O)Cc2cccs2)nn1CC(=O)NCc1ccco1	-3	0.5	6	9	7	-4	-1.5	-0.6	.
CCN(CC)c1ccc(/C=N/Nc2nc(C)cc(=O)[nH]2)c(O)c1	-7	0.1	0	10	-4	-3	-3.4	2.8	-12
CN(C(=O)COC(=O)CCC(=O)c1ccccc1)c1c(N)n(Cc2ccccc2)c(=O)[nH]c1=O	-7	.	4	-18	.	.	0.5	0.9	0.6
CCOc1ccc(S(=O)(=O)N2CCC(C(=O)NCc3ccncc3)CC2)cc1C	1	-2.5	-4	-15	-18	-9	-1.8	-0.6	0.8
CN(C(=O)c1cc2c(s1)-c1ccccc1S(=O)(=O)C2)c1ccccc1F	-5	0.2	-10	0	-4	4	-0.1	0.0	-0.5
Cc1ccc(-c2nnc(N3CCOCC3)c3ccccc23)cc1S(=O)(=O)NCc1cccnc1	14	-0.5	-9	-5	-7	0	0.2	-0.6	0.6
CCCCN(C)C(=O)CS(=O)(=O)Cc1nc(-c2cccc(OC)c2)oc1C	16	-0.1	6	-4	-9	-7	-1.2	0.1	-0.5
Cc1cc(C)n2ncc(S(=O)(=O)c3ccccc3)c2n1	-4	0.1	-1	-9	-2	-1	-2.7	-0.4	2.4
Cc1ccc(NS(=O)(=O)c2cccc(C(=O)N3CCCCC3)c2)cc1	6	-0.7	5	6	-6	-1	-2.9	-0.4	2.3
COc1ccc(OC)c(C2N(c3ccccn3)C(=O)C3CCCN32)c1 (stereo not given)	-5	-0.1	-5	-5	-3	2	-3.9	-1.3	.
COc1cc(OC)cc(-c2cc3nc(C)c(CCC(=O)NC(C)CCc4ccco4)c(C)n3n2)c1 (stereo not given)	2	-0.5	-4	-3	-6	-9	-4.3	0.9	.
Cc1onc(-c2ccccc2Cl)c1C(=O)NC(=S)Nc1ccc(C(C)C)cc1	13	0.4	15	-4	-4	-6	-3.3	0.8	-0.3
COc1ccnc(Oc2ccccc2)c1C(=O)N/C=N/OCc1ccc(F)cc1Cl	-6	-0.3	6	-12	-4	-2	-0.3	7.7	.
C/C(CC(=O)Nc1ccccc1Br)=N\NC(=O)C(=O)N1CCCC1	7	-0.2	0	16	-9	-2	-5.4	0.4	.
COc1ccc(C(=O)NCCCC2CCCC2)cc1OC1CCN(C(C)C)CC1	0	-0.4	-9	-9	-5	4	-3.9	.	1.3
O=C(NCc1ccc(Cl)cc1)C1=Cc2cc(Cl)ccc2OC1	-2	1.7	-4	4	1	1	-1.0	0.1	.
C=CCn1c(SCCCC)nc(O)cc1=O	0&-8	-0.5	-3&1	-7&8	-1	-6	-1.4&-3.0	0.7&1.2	0.4&-0.4
COc1ccc(OC)c(-c2csc(NC(=O)CSc3ccc(Br)cc3)n2)c1	-4	-0.1	7	-2	-3	-4	-2.9	0.3	0.7
CN(C(=O)COC(=O)c1cc([N+](=O)[O-])ccc1N1CCOCC1)C1CCCCC1	-3	0.0	-24	0	4	-10	-3.3	.	0.4
CN(CC(=O)N1CCc2ccccc21)S(=O)(=O)c1ccc(Cl)cc1	1	-0.7	-10	18	-5	-2	-3.2	4.9	.
CSc1ccccc1C(=O)Nc1cccc([N+](=O)[O-])c1C	6	0.0	-8	0	7	-1	-2.9	1.1	0.8
Cc1ccc(S(=O)(=O)N2CCN(C(=O)CN3CCOCC3)C2C(C)C)cc1 (stereo not given)	0	1.6	4	-2	0	2	0.9	-0.1	.
CC(OC(=O)c1cccc(S(=O)(=O)N(C)C)c1)C(=O)NCc1ccc2c(c1)OCO2 (stereo not given)	2	2.5	5	-3	1	3	-3.9	1.4	3.0
Nc1c(C(=O)CSc2nnnn2-c2ccc(O)cc2)c(=O)[nH]c(=O)n1C1CC1	1	-6.7	4	-4	-10	-4	-2.8	0.0	1.4
CN(C)S(=O)(=O)c1cccc(C(=O)N=C2N=C3C=CC(Cl)=CN3Cc3ccccc32)c1	7	-0.2	-4	1	-3	3	-0.5	0.4	-2.0
CCC(C)N(C(=O)Cn1nnc(-c2ccc(F)cc2)n1)C1CCS(=O)(=O)C1 (stereo not given)	2	0.2	3	-9	-5	-2	-3.2	0.0	1.0
COc1ccc(N2CCN(c3nc(NCCO)nc(N4CCOCC4)n3)CC2)cc1	4	-1.1	-2	-8	-5	-6	-0.8	2.1	.
CC(C)CNC(=O)NC(=O)COc1c(F)c(F)cc(F)c1F	-9	0.1	3	3	5	1	-0.4	0.1	.
Cc1ccc2cc3c(N)c4c(C)ccc(C)c4nc3nc2c1	-9	2.1	-1	-4	-41	-8	-3.5	0.9	0.1
Nc1ccc(-c2ccc(N)c(C(=O)O)c2)cc1C(=O)O	-11	0.0	0	-18	0	-9	-0.9	1.3	-107
O=C(NCCCN1CCOCC1)c1ccc2ccccc2c1	-10	1.8	-7	-3	0	3	-2.7	-1.6	1.1
Cc1nnc(NC(=O)CCC(=O)NCc2cccs2)s1	1	?	2	-1	?	?	-0.6	-0.2	.
CC(C)NC(=S)NN=C1c2ccccc2-c2ccccc21	10	-0.1	-1	0	-3	1	0.9	-1.0	0.2
O=C(CN1C(=O)CSCC1=O)Nc1ccc2c(c1)OCO2	-2	0.1	8	11	-6	-2	-3.6	2.1	.
COc1ccc(C(=O)NNC(=O)C(=O)NCc2ccccc2)cc1	-7	0.5	5	1	0	-5	?	-0.4	1.6

In another format: 3 of the compounds above.
Structure: CC(C)OCCCNC(=O)c1cccc(NC(=O)c2ccccc2)c1
  Y pestis TopoI: 4; BoNT A protease: -0.5; PrPC TRFRET: -4; CCHF vOTU inh: 1; BoNT F protease: -5; Anthrax LF prot: -2; FadD28 FP inh: -3.9; PfHsp40 rescue: -0.2; TcdB inh: -0.8
Structure: COCCn1nnnc1SCC(=O)Nc1ccc2c(c1)OCO2
  Y pestis TopoI: 1; BoNT A protease: -0.7; PrPC TRFRET: -5; CCHF vOTU inh: 1; BoNT F protease: 3; Anthrax LF prot: 4; FadD28 FP inh: -1.4; PfHsp40 rescue: -2.0; TcdB inh: -1.3
Structure: O=c1cn[nH]c2ccc(Br)cc12
  Y pestis TopoI: -2; BoNT A protease: 0.0; PrPC TRFRET: -18; CCHF vOTU inh: -1; BoNT F protease: 0; Anthrax LF prot: -3; FadD28 FP inh: -1.0; PfHsp40 rescue: -1.7; TcdB inh: 0.4

Next records follow.
canonical_smiles	Y pestis TopoI	BoNT A protease	PrPC TRFRET	CCHF vOTU inh	BoNT F protease	Anthrax LF prot	FadD28 FP inh	PfHsp40 rescue	TcdB inh
Cc1cc(N2CCOCC2)nc(-c2ccc(Br)cc2)n1	12	0.4	5	-5	-1	-2	0.3	-1.3	.
Cc1cc(N/N=C/c2ccc(O)cc2O)nc(-n2nc(C)cc2C)n1	-5	0.1	16	23	-8	-1	-0.5	-1.3	.
COc1ccc(C(=O)N2CCN(c3ccccc3)CC2)cc1S(=O)(=O)N1CCCC1	20	4.1	0	-3	4	4	0.3	-0.6	1.0
COc1ccc2cc(CN(C(=O)Nc3ccccc3)C3CCCC3)c(=O)[nH]c2c1	-1	-2.8	0	-3	-6	-1	-3.0	0.3	.
O=[N+]([O-])c1cc(-c2n[nH]c(-c3ccccc3)n2)cc([N+](=O)[O-])c1	0	0.6	-16	-17	-1	1	-0.5	-0.3	0.4
CCOC(=O)C1CCCN(C(=O)Cn2cnc3c2c(=O)n(C)c(=O)n3C)C1 (stereo not given)	-3	1.8	-8	-10	2	-4	-0.7	0.3	.
COc1ccc(-c2sc3cc(OC)c(OC)cc3c2C#CCCO)cc1	11	0.6	-9	-6	-6	-2	0.3	-0.1	0.0
CCCCNc1ccccc1C(=O)OCC(=O)Nc1ccc(S(N)(=O)=O)cc1	3	6.4	13	-34	11	-12	-5.0	-0.3	.
COc1cc(C(O)c2nc(-c3ccc(F)c(Cl)c3)cs2)ccc1F (stereo not given)	-1	0.4	4	13	2	-4	-4.1	.	-1.8
Cc1ccc(C(=O)N(Cc2ccc3c(c2)OCO3)Cc2nc3ccccc3c(=O)[nH]2)cc1	17	-0.4	-4	-15	-1	-4	-1.1	0.5	1.1
O=C(OCC(=O)N1CCc2ccccc21)c1ccccc1[N+](=O)[O-]	9	0.2	-5	-10	-3	-10	-2.5	0.5	0.7
